Screens deposited in PubChem BioAssay by National Center for Advancing Translational Sciences (NCATS).
LDHA block: qHTS assay for inhibitors of human lactate dehydrogenase. 480,000 compounds, 0.15% hits. activity change, % (values are at about 110 or 230 µM). purified LDHA, NADH/diaphorase-resazurin fluorescence; active compounds read low; in the data active = activity change below about -30%; inconclusive = mostly about -25% to -30%;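 note: plate controls were DMSO wells for no effect and wells without enzyme for full effect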
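Remaining NADH was detected by diaphorase (0.133 mg/mL) converting 37 µM resazurin to fluorescent resorufin, read at 0 and 20 minutes. The preceding 5-minute room-temperature reaction used 2 nM LDHA, 0.2 mM sodium pyruvate and 0.06 mM NADH at pH 7.4.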
* marks the source's active call; other numbers are inactive results. Some of the compounds tested; rates above refer to the full screens.

What do the screens show for `CCc1ccc2c(c1)-c1ccccc1S(=O)(=O)N2CC(=O)Nc1ccccc1OC`?
LDHA block: 1

What do the screens show for `CS(=O)(=O)c1nc2ccccc2[nH]1`?
LDHA block: -9

What do the screens show for `CC(Nc1ncnc2ccc(-c3ccc4c(c3)OCO4)cc12)c1ccco1` (configuration not stated)?
LDHA block: -8

What do the screens show for `Cc1cc(N/N=C/c2c(O)ccc3ccccc23)nc(NCc2ccccc2)n1`?
LDHA block: 14

How did Cc1ccccc1NC(NC(=O)c1ccccc1C)C(Cl)(Cl)Cl (configuration not stated) do in these assays?
LDHA block: -25

What do the screens show for `Cc1ccc(NC(=O)C2CCN(c3cnc4ccccc4n3)CC2)cc1F`?
LDHA block: -1

Results for CC(C)(C)c1ccc(Nc2nc(C#N)nc(NC3CCCC3)n2)cc1 ?
LDHA block: -1

Results for CC(C)C(C)NC(=O)c1ccc(Cl)cc1 (configuration not stated) ?
LDHA block: 11

What do the screens show for `CCCOc1ccc(OCC(=O)NC2CCc3ccccc32)cc1` (configuration not stated)?
LDHA block: 3

How did Cc1cccc(C(=O)NCCc2c[nH]c3ccc(C)cc23)c1 do in these assays?
LDHA block: 3

What do the screens show for `COc1cccc(COC(=O)c2nn(Cc3ccccc3)c(=O)c3ccccc23)c1`?
LDHA block: 3

Results for CC(C)C(CNC(=O)c1nn(C)c(=O)c2ccccc12)N1CCCC1 (configuration not stated) ?
LDHA block: -1

How did CC(NC(=O)c1ccccc1SCc1cccs1)c1cccs1 (configuration not stated) do in these assays?
LDHA block: 15

What do the screens show for `COc1ccc2cc(C(=O)NCC3CC3)c(C)nc2c1`?
LDHA block: -2

Results for O=C(NCCc1c[nH]c2ccccc12)NC12CC3CC(CC(C3)C1)C2 ?
LDHA block: -4

How did COc1ccc(OCC(=O)Nc2nn3cc(-c4ccccc4)nc3s2)cc1 do in these assays?
LDHA block: -1

What do the screens show for `O=C1C2CCCN2C(=O)N1Cc1coc(-c2ccccc2)n1` (configuration not stated)?
LDHA block: 0

What do the screens show for `Cn1c2cc(S(C)(=O)=O)sc2c2cnn(Cc3ccccc3F)c(=O)c21`?
LDHA block: -2

Results for O=C(CC1(O)C(=O)N(CN2CCOCC2)c2ccccc21)c1ccc2ccccc2c1 (configuration not stated) ?
LDHA block: -10

What do the screens show for `CCc1ccccc1NC(=O)c1nc2ccccc2nc1N1CCOCC1`?
LDHA block: -3

How did CCc1nn2c(=O)cc(COc3cccc(C)c3)nc2s1 do in these assays?
LDHA block: -8

What do the screens show for `Cc1ccc2oc(-c3ccc(C)c(NC(=O)COc4ccccc4)c3)nc2c1`?
LDHA block: 9

What do the screens show for `CCCC(=O)N1c2ccccc2-c2nnc(SC)nc2OC1C` (configuration not stated)?
LDHA block: 3

What do the screens show for `O=C(Nc1nnc(Cc2c[nH]c3ccccc23)s1)C1CCCCC1`?
LDHA block: 3

Results for CC(=O)CC(=O)Nc1ccccc1C#N ?
LDHA block: inconclusive

Results for Cc1[nH][nH]c(=O)c1C(c1cccc(OCc2ccc(Cl)cc2)c1)c1c(C)[nH][nH]c1=O ?
LDHA block: 30

What do the screens show for `COc1ccc(NC(=O)c2c(-c3ccc(OC)cc3)oc3ccc(OC)cc23)cc1`?
LDHA block: 0

Results for CCOc1ccc2c(c1)c(C(C)=O)c(C)n2-c1ccc(OC)cc1 ?
LDHA block: -8

How did CCCNC(=O)NC(=O)CN1CCCCC1 do in these assays?
LDHA block: 7

How did O=C(NCc1ccccc1OC(F)(F)F)c1ccccc1C(F)(F)F do in these assays?
LDHA block: -8

Results for CCCN(C)C(=O)c1nn(CCC)c(=O)c2ccccc12 ?
LDHA block: -9

Results for CN(Cc1ccc2ccccc2c1)C(=O)c1cc2ccccc2oc1=O ?
LDHA block: 5

How did O=C(COC(=O)CSc1nc2ccccc2o1)NC1CC1 do in these assays?
LDHA block: 13

How did Cn1cc(C(=O)NCCNC(=O)c2cccs2)c2ccccc21 do in these assays?
LDHA block: 6

What do the screens show for `CCCN(CCC)S(=O)(=O)NC1CCN(c2ncccn2)CC1`?
LDHA block: 4

Results for CCn1nc(C(=O)Nc2ccc(OC)c(OCCOC)c2)c2ccccc2c1=O ?
LDHA block: -3

What do the screens show for `COCC(C)N(C)C(=O)c1ccc2c(c1)NC(=O)CS2` (configuration not stated)?
LDHA block: -23

What do the screens show for `Cc1c(C)n(-c2cccc(Cl)c2)c2ncnc(Cl)c12`?
LDHA block: 12

How did O=C(O)C(c1c[nH]c2cc(CO)ccc12)N1CCN(Cc2cccs2)CC1 (configuration not stated) do in these assays?
LDHA block: -7

What do the screens show for `CCCCCCOc1ccc(C(=O)Oc2ccc(-c3ccc(CCC)cn3)cc2)cc1`?
LDHA block: 4

Results for COc1cc(C(=O)Oc2c(C)cccc2C)cc(Cl)c1OC(C)C ?
LDHA block: 5

What do the screens show for `Cc1c(CC(C)C)nc(C#N)c(N)c1-c1ccccc1`?
LDHA block: 2

Results for Cc1cccc(C)c1-n1nnnc1C1(Nc2ccc3c(c2)OCCO3)CCCC1 ?
LDHA block: 6

How did C=CCN(Cc1cccs1)C(=O)C1CCC1 do in these assays?
LDHA block: -11

How did Cc1ccc2c(COC(=O)C3=NN(C)C(=O)CC3)cc(=O)oc2c1 do in these assays?
LDHA block: -6

What do the screens show for `COC(=O)c1[nH]c2ccccc2c1NC(=O)CN1CCC2(CC1)OCCO2`?
LDHA block: 1

How did CC(C)c1ccc(-n2nnnc2C2(Nc3ccccc3)CCCC2)cc1 do in these assays?
LDHA block: -3

Results for O=S(=O)(NCCO)c1cc(Cl)ccc1Cl ?
LDHA block: -1

How did CC(C)=CC1C(C(=O)NC23CC4CC(CC(C4)C2)C3)C1(C)C (configuration not stated) do in these assays?
LDHA block: 2

Results for O=C(c1ccc2ccccc2c1O)N1CCN(S(=O)(=O)c2ccc(Cl)cc2)CC1 ?
LDHA block: 13

What do the screens show for `CCCCN(C)C(=O)Cn1c(=O)c(S(=O)(=O)c2ccccc2)cc2ccccc21`?
LDHA block: -21

What do the screens show for `O=C1CCC/C(=N/NC(=O)c2ccc(CSc3ccc(Cl)cc3)cc2)C1`?
LDHA block: 0

How did COc1ccccc1/C=C/c1nc(C#N)c(NCc2ccco2)o1 do in these assays?
LDHA block: -2

How did Cc1nnc(SCC(=O)Nc2nncs2)n1C(C)C do in these assays?
LDHA block: 0

How did Cc1c(OC(=O)c2ccc(F)cc2)cccc1OC(=O)c1ccc(F)cc1 do in these assays?
LDHA block: 4

What do the screens show for `Cc1cc2oc(C(=O)N3CCC(Cc4ccccc4)CC3)cc(=O)c2cc1C`?
LDHA block: 4

How did CC(C)Cc1ccc(C(=O)C2CCNCC2)cc1 do in these assays?
LDHA block: -5

How did CCOc1cc(C=O)ccc1OCc1ccccc1 do in these assays?
LDHA block: -1

What do the screens show for `O=C(NCc1cnn(-c2ccccc2)c1)C1CCN(S(=O)(=O)c2ccc(F)cc2)CC1`?
LDHA block: 6

How did FC(F)(F)c1cccc(-c2ccc(CNC3CC3)o2)c1 do in these assays?
LDHA block: 10

What do the screens show for `Cc1ccc(C(C)C)c(OCC(O)Cn2cnc3c2c(=O)n(C)c(=O)n3C)c1` (configuration not stated)?
LDHA block: 3

How did O=C(Cc1ccsc1)N1CCC(c2nc3c(nnn3Cc3cccc(Cl)c3)c(=O)[nH]2)CC1 do in these assays?
LDHA block: 6

What do the screens show for `CCCOc1c(I)cc(/C=C(\C#N)C(=O)OCC)cc1OC`?
LDHA block: 0

Results for O=C(O)c1cccc(OCc2nnnn2-c2ccccc2)c1 ?
LDHA block: 2

How did COCCNc1nc(-c2ccc(NC(=O)C(C)(C)C)cc2)cs1 do in these assays?
LDHA block: -8

How did CCCn1nc(C)cc1CN(C)c1ccc(NS(=O)(=O)CC)cc1C(=O)O do in these assays?
LDHA block: 17

What do the screens show for `O=c1[nH]c2ccc(Cl)cc2c(-c2ccccc2)c1CN1CCCCC1`?
LDHA block: 4

What do the screens show for `Cc1cccc(C)c1NC(=O)CN(C)C(=O)CSc1ccc(F)c(F)c1`?
LDHA block: -14

What do the screens show for `O=C(Nc1ccc2nc[nH]c(=O)c2c1)c1ccc(Br)cc1Cl`?
LDHA block: -13

How did CC(Oc1ccc2ccc(=O)oc2c1)C(=O)Nc1ccc(F)cc1 (configuration not stated) do in these assays?
LDHA block: -21

Results for O=C(NCCS(=O)(=O)N1CCN(c2cccc(Cl)c2)CC1)c1cccc(C(F)(F)F)c1 ?
LDHA block: 7

How did N#CCCN(C(=O)CSc1nnnn1-c1ccccc1)c1ccc(F)cc1 do in these assays?
LDHA block: -1

What do the screens show for `O=C(NCCc1ccccc1F)NC1CC1`?
LDHA block: -4

How did O=C(CCc1ncc(-c2ccc(F)cc2F)o1)N1CCN(C(=O)C2CC2)CC1 do in these assays?
LDHA block: 8

What do the screens show for `COc1ccc(NC(=O)c2cc(=O)[nH]c3ccccc23)c(OC)c1`?
LDHA block: 0

How did Cc1ccc(-c2cc(Nc3cccc(C(=O)N(C)Cc4ccccc4)c3)ncn2)cc1 do in these assays?
LDHA block: 7

Results for Cc1ccc(/C=C2\Cc3ccccc3C2=O)cc1 ?
LDHA block: 9

Results for Cc1ccccc1OCCC(=O)Nc1cccc2cccnc12 ?
LDHA block: 5

What do the screens show for `Cc1cccc(C)c1NC(=O)c1sc(-n2nc(C)c(Cl)c2C)nc1C`?
LDHA block: -24

Results for Cc1cc(N2CCCCC2)nc(Nc2ccc(NC(=O)Cc3ccccc3)cc2)n1 ?
LDHA block: -2

How did Cc1ccc(S(=O)(=O)NCC(C)O)cc1C (configuration not stated) do in these assays?
LDHA block: 7

Results for O=C(Nc1ccc(C(F)(F)F)cc1)C1CCN(c2nc3ccccc3o2)CC1 ?
LDHA block: 7

How did COc1cccc(N2CCN(C(=O)c3cn(-c4ccccc4)nc3-c3cccnc3)CC2)c1 do in these assays?
LDHA block: 13

What do the screens show for `Cc1ccc(C2=CC(c3ccc(F)cc3)n3nnnc3N2)cc1` (configuration not stated)?
LDHA block: -2

How did Cc1ccc(-c2noc(-c3ccc(Br)o3)n2)s1 do in these assays?
LDHA block: 1

What do the screens show for `O=C(NC1CC1)c1cc(-c2ccc3c(c2)OCCO3)nc2ccccc12`?
LDHA block: 10

How did COC(=O)CC[S+](=O)([O-])c1ccc(-n2cccc2/C=C2\NC(=O)N(CC(=O)Nc3ccc(C)cc3)C2=O)cc1 do in these assays?
LDHA block: -7

How did Cc1ccccc1-c1nc(C#N)c(NCCN(C)C)o1 do in these assays?
LDHA block: -3

Results for Cc1cccc(C(=O)NC(Nc2cc(C)ccc2C)C(Cl)(Cl)Cl)c1 (configuration not stated) ?
LDHA block: 7

What do the screens show for `C=CCNc1nc(-c2c(C(=O)OCC)c(C)n(CC)c2C)cs1`?
LDHA block: -10

How did CCOC(=O)c1oc2ccccc2c1COC(=O)CNC(=O)c1ccc2c(c1)OCO2 do in these assays?
LDHA block: -20

Results for CN(CCC#N)C(=O)CSc1ncc(-c2ccccc2)o1 ?
LDHA block: 7

How did O=C(Cn1nc(C(=O)O)c2ccccc2c1=O)Nc1c(F)cccc1F do in these assays?
LDHA block: -1

How did CCNC(=O)NC(=O)CNc1ccccc1N(C)Cc1ccccc1 do in these assays?
LDHA block: 4

Results for O=C(O)c1cc2ccc(OCc3ccccc3)cc2[nH]1 ?
LDHA block: 11

How did COc1ccc(Cl)cc1NC(=O)CSc1nc2c(c(=O)n1Cc1ccccc1)SCC2 do in these assays?
LDHA block: 5

How did O=C(O)c1cccc2[nH]ncc12 do in these assays?
LDHA block: 2

What do the screens show for `CC(=O)C12CC3CC(C1)CC(C(=O)O)(C3)C2`?
LDHA block: -2

Sorted by molecular weight (rising): part of the list above
What do the screens show for `CS(=O)(=O)c1nc2ccccc2[nH]1`?
LDHA block: -9

Results for CC(C)C(C)NC(=O)c1ccc(Cl)cc1 (configuration not stated) ?
LDHA block: 11

How did C=CCN(Cc1cccs1)C(=O)C1CCC1 do in these assays?
LDHA block: -11

How did CC(C)Cc1ccc(C(=O)C2CCNCC2)cc1 do in these assays?
LDHA block: -5

What do the screens show for `COc1ccc2cc(C(=O)NCC3CC3)c(C)nc2c1`?
LDHA block: -2

How did FC(F)(F)c1cccc(-c2ccc(CNC3CC3)o2)c1 do in these assays?
LDHA block: 10

What do the screens show for `COCC(C)N(C)C(=O)c1ccc2c(c1)NC(=O)CS2` (configuration not stated)?
LDHA block: -23

How did O=C(COC(=O)CSc1nc2ccccc2o1)NC1CC1 do in these assays?
LDHA block: 13

How did Cc1ccc2c(COC(=O)C3=NN(C)C(=O)CC3)cc(=O)oc2c1 do in these assays?
LDHA block: -6

What do the screens show for `CCCC(=O)N1c2ccccc2-c2nnc(SC)nc2OC1C` (configuration not stated)?
LDHA block: 3

What do the screens show for `CCc1ccccc1NC(=O)c1nc2ccccc2nc1N1CCOCC1`?
LDHA block: -3

What do the screens show for `Cc1ccc(NC(=O)C2CCN(c3cnc4ccccc4n3)CC2)cc1F`?
LDHA block: -1

What do the screens show for `Cc1ccc2oc(-c3ccc(C)c(NC(=O)COc4ccccc4)c3)nc2c1`?
LDHA block: 9

Results for Cc1cccc(C(=O)NC(Nc2cc(C)ccc2C)C(Cl)(Cl)Cl)c1 (configuration not stated) ?
LDHA block: 7

Results for CCn1nc(C(=O)Nc2ccc(OC)c(OCCOC)c2)c2ccccc2c1=O ?
LDHA block: -3

What do the screens show for `COc1ccc(NC(=O)c2c(-c3ccc(OC)cc3)oc3ccc(OC)cc23)cc1`?
LDHA block: 0

What do the screens show for `CCCOc1c(I)cc(/C=C(\C#N)C(=O)OCC)cc1OC`?
LDHA block: 0

Results for O=C(CC1(O)C(=O)N(CN2CCOCC2)c2ccccc21)c1ccc2ccccc2c1 (configuration not stated) ?
LDHA block: -10

What do the screens show for `CCc1ccc2c(c1)-c1ccccc1S(=O)(=O)N2CC(=O)Nc1ccccc1OC`?
LDHA block: 1

How did COc1ccc(Cl)cc1NC(=O)CSc1nc2c(c(=O)n1Cc1ccccc1)SCC2 do in these assays?
LDHA block: 5

How did COC(=O)CC[S+](=O)([O-])c1ccc(-n2cccc2/C=C2\NC(=O)N(CC(=O)Nc3ccc(C)cc3)C2=O)cc1 do in these assays?
LDHA block: -7
